Assay outcomes as filed in PubChem BioAssay.
FLuc counter: firefly luciferase modulation, counter-screen for miR-21 project | purified FLuc, Km substrates, luminescence inhibition | Potency, µM (titrated, usually from 57.5 µM), without a hit: at the top dose activity change, negative = inhibition, most hits filed as inhibitors | 360,000 tested, 6.9% active | AID 588342;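 further: plate controls were vehicle for no effect and reference inhibitor for full effect; nearly all actives have a fitted effect of over 55% in size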
Target sequence (P08659 whole entry, looked up): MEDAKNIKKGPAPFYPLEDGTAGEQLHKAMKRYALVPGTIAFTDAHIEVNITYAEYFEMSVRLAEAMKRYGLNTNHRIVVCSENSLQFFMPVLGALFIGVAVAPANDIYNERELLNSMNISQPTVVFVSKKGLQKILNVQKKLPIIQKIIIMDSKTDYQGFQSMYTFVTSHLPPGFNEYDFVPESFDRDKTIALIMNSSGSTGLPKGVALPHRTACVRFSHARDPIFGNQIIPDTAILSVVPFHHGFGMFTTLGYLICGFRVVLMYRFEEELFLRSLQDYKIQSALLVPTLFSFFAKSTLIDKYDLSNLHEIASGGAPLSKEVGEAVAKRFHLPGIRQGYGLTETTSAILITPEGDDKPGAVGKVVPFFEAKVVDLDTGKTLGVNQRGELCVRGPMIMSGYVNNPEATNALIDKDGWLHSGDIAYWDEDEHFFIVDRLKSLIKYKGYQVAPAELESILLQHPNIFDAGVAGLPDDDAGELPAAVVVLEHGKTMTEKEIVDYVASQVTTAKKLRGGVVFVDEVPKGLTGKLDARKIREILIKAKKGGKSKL
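Biochemical qHTS of compounds, final roughly 60 µM downward over six points, against 10 nM purified firefly luciferase using Km concentrations of substrates (10 uM D-luciferin, 10 uM ATP) in Tris acetate pH 7.5 buffer; luminescence output.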
BRCA1 expr up: BRCA1 expression activation; 380,000 tested, 1.1% active; MCF7-BRCA1-FFLuc reporter, luminescence, 48 h; response scale: scaled: vehicle 0%, 10 µM genistein 100%; Potency, µM (top dose mostly 46.1 µM), inactives show top-dose activation, actives largely listed as activators; AID 624202; further: nearly all actives have a fitted effect of over 80% in size; some results filed as inactive show a strong effect at the top dose
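MCF7 cells carrying a BRCA1-firefly luciferase reporter (2000 cells/well, phenol-red free MEM) were attached for 2 h at 37 °C, then given compounds for 48 h. Luminescence was read 15 min after luciferase reagent; activity normalized to genistein (10 microM) and DMSO.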
uPA generation: inhibitors of cell surface uPA generation; Potency, µM (top dose mostly 38.3 µM), for inactives: at the top dose activity change, negative = inhibition, hits mostly inhibitors; AID 540303; 330,000 tested, 0.31% active; cell surface uPA generation assay, qHTS; active means well fitted inhibition curve with a large enough effect; inconclusive means small, poorly fitted or top-dose-only effect; inactive means no such curve, though single readings can be large or run the other way; tested in mouse RAW 264.7 cells; further: on the % scale 0 is the no-effect control and ±100 the full control effect; nearly all actives have a fitted effect of over 55% in size
* marks the source's active call; other numbers are inactive results; ? = inconclusive; nt = no result given. Unless noted, the call rests on the fitted dose curve; in most records, active means well fitted curve in the direction sought with a large enough effect; inconclusive means small, poorly fitted or top-dose-only effect, or another doubt; inactive means no such curve, though single readings can be large; an effect the other way counts as inactive or inconclusive. Potency means the concentration at half of the fitted maximal effect.

CC[C@H]1OC(=O)C[C@@H](O)[C@H](C)[C@@H](O[C@@H]2O[C@H](C)[C@@H](O[C@H]3C[C@@](C)(O)[C@@H](O)[C@H](C)O3)[C@H](N(C)C)[C@H]2O)[C@@H](CC=O)C[C@@H](C)C(=O)/C=C/C(C)=C/[C@@H]1CO[C@@H]1O[C@H](C)[C@@H](O)[C@@H](OC)[C@H]1OC
  FLuc counter = nt
  BRCA1 expr up = -1%
  uPA generation = -3%

O=C1NC(=O)C2(CCCc3ccc(N(CCCl)CCCl)cc32)N1 (stereo not given)
  FLuc counter = nt
  BRCA1 expr up = -32%
  uPA generation = -13%

COc1ccc(S(=O)(=O)N2Cc3cnnn3-c3ccccc3C2C#N)cc1 (stereo not given)
  FLuc counter = nt
  BRCA1 expr up = 0%
  uPA generation = -46%

O=C(NN=Cc1ccc(N(CCCl)CCCl)cc1)c1cccnc1
  FLuc counter = nt
  BRCA1 expr up = -4%
  uPA generation = -13%

COCCn1c(-c2ccccc2)cc(C(=O)O)c1C
  FLuc counter = nt
  BRCA1 expr up = -1%
  uPA generation = -6%

CCOC(=O)C1(c2ccccc2)CCN(CC(=O)c2ccc(NC(C)=O)cc2)CC1
  FLuc counter = nt
  BRCA1 expr up = -26%
  uPA generation = 3%

CC(N)C(=O)NC1C2C(=C(O)CC(O)C2O)C(=O)OC1(C)C(Cl)Cl (stereo not given)
  FLuc counter = nt
  BRCA1 expr up = -95%
  uPA generation = -9%

CC(CC(C)(C)N1CC1)=NO
  FLuc counter = nt
  BRCA1 expr up = 21%
  uPA generation = -5%

O=c1c([N+](=O)[O-])cn(O)cc1[N+](=O)[O-]
  FLuc counter = nt
  BRCA1 expr up = -23%
  uPA generation = 2%

CC[C@H]1CN(C)C[C@@]2(C(=O)OC)Cc3c([nH]c4ccccc34)C(=O)C[C@@H]12
  FLuc counter = nt
  BRCA1 expr up = -7%
  uPA generation = -15%

Individual results from above.
BRCA1 expr up result of CC(N)C(=O)NC1C2C(=C(O)CC(O)C2O)C(=O)OC1(C)C(Cl)Cl (stereo not given) → -95%
BRCA1 expr up result of O=C(NN=Cc1ccc(N(CCCl)CCCl)cc1)c1cccnc1 → -4%
BRCA1 expr up result of CC[C@H]1OC(=O)C[C@@H](O)[C@H](C)[C@@H](O[C@@H]2O[C@H](C)[C@@H](O[C@H]3C[C@@](C)(O)[C@@H](O)[C@H](C)O3)[C@H](N(C)C)[C@H]2O)[C@@H](CC=O)C[C@@H](C)C(=O)/C=C/C(C)=C/[C@@H]1CO[C@@H]1O[C@H](C)[C@@H](O)[C@@H](OC)[C@H]1OC → -1%
BRCA1 expr up result of O=c1c([N+](=O)[O-])cn(O)cc1[N+](=O)[O-] → -23%
uPA generation result of CCOC(=O)C1(c2ccccc2)CCN(CC(=O)c2ccc(NC(C)=O)cc2)CC1 → 3%

Next part.
Cc1cccc(-n2c(CN3C(=O)c4ccccc4C3=O)nc3ccccc3c2=O)n1
  FLuc counter = nt
  BRCA1 expr up = -22%
  uPA generation = 7%

N#Cc1c(Br)n(C2OC(CO)C(O)C2O)c2ncnc(N)c12 (stereo not given)
  FLuc counter = nt
  BRCA1 expr up = -74%
  uPA generation = -8%

O=C(Nc1ccccc1)c1c(O)[nH]c(=O)[nH]c1=O
  FLuc counter = nt
  BRCA1 expr up = 0%
  uPA generation = -6%

O=P(Oc1ccc(-c2ccccc2)cc1)(N1CC1)N1CC1
  FLuc counter = nt
  BRCA1 expr up = 31%
  uPA generation = 2%

CC1c2ccccc2-n2nncc2CN1C (stereo not given)
  FLuc counter = nt
  BRCA1 expr up = 3%
  uPA generation = -3%

CCCC[n+]1cc(=N)o[n-]1
  FLuc counter = nt
  BRCA1 expr up = -1%
  uPA generation = -2%

Cc1[nH]c2ccccc2c1CN1CCCCC1
  FLuc counter = nt
  BRCA1 expr up = -68%
  uPA generation = -10%

CCCCC12CN3CC(C)(CN(C1)C3c1ccccn1)C2=O (stereo not given)
  FLuc counter = -5%
  BRCA1 expr up = 7%
  uPA generation = nt

NC(=O)c1ccc(NC(=O)c2cccn(Cc3ccccc3)c2=O)cc1
  FLuc counter = 5%
  BRCA1 expr up = 0%
  uPA generation = nt

Cc1cccc(-c2nn3c(=O)cc(CN4CCN(C(=O)COc5ccc(Cl)cc5)CC4)nc3s2)c1
  FLuc counter = 0%
  BRCA1 expr up = 3%
  uPA generation = nt

Ordered by count of non-hydrogen atoms (falling): 4 of the compounds above.
CC[C@H]1OC(=O)C[C@@H](O)[C@H](C)[C@@H](O[C@@H]2O[C@H](C)[C@@H](O[C@H]3C[C@@](C)(O)[C@@H](O)[C@H](C)O3)[C@H](N(C)C)[C@H]2O)[C@@H](CC=O)C[C@@H](C)C(=O)/C=C/C(C)=C/[C@@H]1CO[C@@H]1O[C@H](C)[C@@H](O)[C@@H](OC)[C@H]1OC
  FLuc counter = nt
  BRCA1 expr up = -1%
  uPA generation = -3%

O=C(NN=Cc1ccc(N(CCCl)CCCl)cc1)c1cccnc1
  FLuc counter = nt
  BRCA1 expr up = -4%
  uPA generation = -13%

Cc1[nH]c2ccccc2c1CN1CCCCC1
  FLuc counter = nt
  BRCA1 expr up = -68%
  uPA generation = -10%

CC1c2ccccc2-n2nncc2CN1C (stereo not given)
  FLuc counter = nt
  BRCA1 expr up = 3%
  uPA generation = -3%

(continued)
O=C(Nc1nc2ccccc2s1)c1cccn(Cc2ccccc2)c1=O
  FLuc counter = 0.76µM*
  BRCA1 expr up = 0%
  uPA generation = nt

CCc1ccc(OCC(=O)N2CCN(CCc3ccncc3)CC2)cc1
  FLuc counter = -8%
  BRCA1 expr up = 0%
  uPA generation = nt

O=C(Nc1cc(C(F)(F)F)cc(C(F)(F)F)c1)c1cccn(Cc2ccccc2Cl)c1=O
  FLuc counter = -3%
  BRCA1 expr up = 7%
  uPA generation = nt

O=C(Nc1ccc2c(c1)OCO2)c1cccn(Cc2ccccc2)c1=O
  FLuc counter = 17µM*
  BRCA1 expr up = 0%
  uPA generation = nt

COc1ccc(C(=O)Nc2ccc(-c3nc4ccccc4s3)c(Cl)c2)cc1Cl
  FLuc counter = ?
  BRCA1 expr up = 11%
  uPA generation = nt

Cc1nnc(NC(=O)c2cccn(Cc3cccc(Cl)c3)c2=O)s1
  FLuc counter = 0%
  BRCA1 expr up = 8%
  uPA generation = nt

Cc1cccc(Cn2cccc(C(=O)Nc3nnc(C)s3)c2=O)c1
  FLuc counter = -8%
  BRCA1 expr up = 0%
  uPA generation = nt

Cc1cccc(Cn2cccc(C(=O)Nc3ccc4c(c3)OCCO4)c2=O)c1
  FLuc counter = 15µM*
  BRCA1 expr up = 0%
  uPA generation = nt

COc1ccc(NC(=O)CCc2nc(C3=CCN(Cc4cccc(C)c4)CC3)no2)c(OC)c1
  FLuc counter = -16%
  BRCA1 expr up = 0%
  uPA generation = nt

Cc1ccc(CNc2cc(C)nc3nc(-c4ccc(C)cc4)nn23)cc1
  FLuc counter = ?
  BRCA1 expr up = 62%
  uPA generation = nt

COc1ccc(NC(=O)CCc2nc(C3=CCN(Cc4cccc(Cl)c4)CC3)no2)c(OC)c1
  FLuc counter = -20%
  BRCA1 expr up = 9%
  uPA generation = nt

Cc1ccc(-c2nn3c(=O)cc(CN4CCN(C(=O)COc5ccc(C)c(C)c5)CC4)nc3s2)cc1
  FLuc counter = -7%
  BRCA1 expr up = 0%
  uPA generation = nt

Cc1ccc(Cn2cccc(C(=O)Nc3cc(C)on3)c2=O)cc1
  FLuc counter = -5%
  BRCA1 expr up = -10%
  uPA generation = nt

Cc1ccc(NC(=O)C2CCN(C(=O)c3cnn(-c4ccccc4)c3-n3cccc3)CC2)cc1Cl
  FLuc counter = ?
  BRCA1 expr up = -51%
  uPA generation = nt

COc1cccc(NC(=O)c2ccc3c(=O)n4nc(Nc5ccccc5OC)sc4nc3c2)c1
  FLuc counter = ?
  BRCA1 expr up = 1%
  uPA generation = nt

COc1ccc(OC)c(NC(=O)Cn2cc(C(=O)c3ccccc3F)c3ccccc32)c1
  FLuc counter = -2%
  BRCA1 expr up = -30%
  uPA generation = nt

COc1ccc(C)cc1NC(=O)c1cccn(Cc2cccc([N+](=O)[O-])c2)c1=O
  FLuc counter = 5%
  BRCA1 expr up = 0%
  uPA generation = nt

Cc1ccc2nc(NC(=O)c3cccn(Cc4ccccc4F)c3=O)sc2c1
  FLuc counter = 6%
  BRCA1 expr up = 43%
  uPA generation = nt

One compound at a time (already shown):
Shown for `COc1cccc(NC(=O)c2ccc3c(=O)n4nc(Nc5ccccc5OC)sc4nc3c2)c1` = FLuc counter = ?; BRCA1 expr up = 1%; uPA generation = nt
Shown for `COc1ccc(C)cc1NC(=O)c1cccn(Cc2cccc([N+](=O)[O-])c2)c1=O` = FLuc counter = 5%; BRCA1 expr up = 0%; uPA generation = nt

Only part of the results is shown; rates above refer to the full screens.
